# High-throughput results deposited in PubChem BioAssay by several laboratories.
# TWEAK-Fn14 inh: TWEAK-Fn14 signaling inhibition. TWEAK-stimulated Fn14 reporter cells, luciferase luminescence, 8 h. inhibition, % at 10 µM. AID 1159606. 360,000 tested, 2% active; in the data active means inhibition above about 50%
# aDG glyco act: alpha-DG glycosylation activation; Pro5-aDG cells, alpha-DG glycosylation AlphaScreen (IIH6); 0% Pro5, 100% B10-LARGE cell signal; activation, % at 10 µM; 360,000 tested, 0.22% active;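 active means activation of at least 8% versus controls, or a plate z-score of at least 8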;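 further: Pro5 are CHO cells carrying HIG-tagged alpha-DG that lacks glycosylation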
# KKLEB cytotox: CF airway cell cytotoxicity counter-screen. KKLEB CF airway cells viability, ATPlite luminescence, overnight; active compounds read low; cells stimulated with P. aeruginosa culture filtrate. activity change (cytotoxicity), % at 5 µM. 360,000 tested, 0.36% active. AID 602141;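 active means corrected activity change at or below -50% at 5 µM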
# NR2E3 ag-1: human photoreceptor-specific nuclear receptor agonism | AID 602229 | Q9Y5X4 | 360,000 tested, 0.35% active | CHO-S Gal4-NCOR/VP16-NR2E3 two-hybrid, luciferase | inhibition of corepressor binding, % at 3.98 µM;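 active means inhibition above the mean of all tested compounds plus 3 SD, cut at about 70% in these data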;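 further: 0% = DMSO with NR2E3 transfected cells and 100% = cells lacking NR2E3 construct; higher means lower luciferase signal from less NR2E3 corepressor binding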
# Target sequence (Q9Y5X4 whole entry, looked up, the tested form may be a part): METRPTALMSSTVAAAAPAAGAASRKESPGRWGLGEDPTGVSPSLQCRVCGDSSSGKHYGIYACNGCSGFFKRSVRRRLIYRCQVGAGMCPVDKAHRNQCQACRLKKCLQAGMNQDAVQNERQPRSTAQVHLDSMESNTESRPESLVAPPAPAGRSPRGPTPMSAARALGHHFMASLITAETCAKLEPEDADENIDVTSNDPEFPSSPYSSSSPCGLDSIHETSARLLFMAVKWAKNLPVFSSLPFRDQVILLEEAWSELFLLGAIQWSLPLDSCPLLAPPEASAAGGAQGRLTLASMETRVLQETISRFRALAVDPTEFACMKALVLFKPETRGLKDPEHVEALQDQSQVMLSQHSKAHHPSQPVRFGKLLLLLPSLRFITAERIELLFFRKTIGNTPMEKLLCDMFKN
# iPSC survival up: increases survival of single human iPS cells | hiPSC single-cell survival, ATPlite luminescence; 100% = ROCK inhibitor wells, 0% = DMSO | AID 602274 | 360,000 tested, 0.044% active | survival enhancement, % at 20 µM; in the data active means survival enhancement above about 18%;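 further: cells exposed to compounds for 16 hours before the ATP read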
# NR2E3 ag-2: NR2E3 (human) agonism. Q9Y5X4. GST-NR2E3/biotin-RetCOR TR-FRET, 1536-well. inhibition of corepressor binding, % at 4.78 µM. 320,000 tested, 0.12% active. AID 2300;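 active means percent inhibition above the cutoff of mean plus 3 SD of all tested compounds, set per screening campaign, cut at about 20% in these data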;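 further: 0% = DMSO wells and 100% = biotin wells as full block of FRET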
#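 system = GST-tagged NR2E3 plus biotinylated RetCOR corepressor | input = 1.35 nM GST-NR2E3 | also added = 7 nM biotin-RetCOR | schedule = 5 h incubation at 4 °C | measured by = TR-FRET with europium anti-GST and streptavidin-D2, 340 nm excitation | read-out = percent loss of FRET ratio relative to control wells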
# TRPM1 prom inh: MITF TRPM1 promoter inhibition in SK-MEL-5 cells | SK-MEL-5 TRPM1 promoter luciferase, 24 h | inhibition, % at 12.5 µM | 330,000 tested, 0.83% active;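 active means mean inhibition across replicates of 60% or more, whatever share of single replicates reaches that level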; further: values of inactives mirror those of a sister screen read the other way
# CF NFkB block: inhibitors of cystic fibrosis induced NF-kB; KKLEB NF-kB-GFP reporter, PAF-induced, GFP fluorescence overnight; 360,000 tested, 0.86% active; AID 588850; inhibition, % at 5 µM;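 active means at least 50% inhibition at 5 µM, scaled per plate between neutral and stimulator controls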;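 further: PAF is a Pseudomonas aeruginosa culture filtrate used as stimulus; plate controls were PAF-stimulated DMSO wells for no effect and unstimulated DMSO wells for full effect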
# HIF-2a block: inhibitors of HIF-2a | 786-0 RCC cells HIF-2a reporter, luciferase luminescence, overnight | inhibition, % at 18.8 µM | 360,000 tested, 0.72% active;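 active means inhibition of the luminescence signal of 40% or more relative to plate controls, in a single-dose primary screen at 18.75 µM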
# Peg3 promoter: inhibitors of Peg3 promoter. HeLa PEG-Prom luciferase reporter, luminescence, overnight. inhibition, % at 20 µM. 360,000 tested, 1.7% active. AID 588405;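 active means inhibition of at least 50% at 20 µM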
# Shn3 3UTR inh: Schnurri-3 reporter inhibition in Clone20 osteoblasts | 360,000 tested, 0.52% active | Clone20 osteoblast Shn3 3'UTR firefly luciferase, 24 h | inhibition, % at 12.5 µM | AID 588674;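 active means mean inhibition of at least 75% with every replicate also reaching 75%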;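 further: 0% = median of neutral control wells and 100% = pilot-screen positive control compound; some compounds past the cut are filed as inactive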
# * hit, by the source's call; x = not tested or not shown.
SMILES,TWEAK-Fn14 inh,aDG glyco act,KKLEB cytotox,NR2E3 ag-1,iPSC survival up,NR2E3 ag-2,TRPM1 prom inh,CF NFkB block,HIF-2a block,Peg3 promoter,Shn3 3UTR inh
CCC(C)[C@H](NC(=O)N1CC(=O)Nc2ccccc21)C(=O)N1CCC[C@@H]1C(=O)O (stereo partly drawn),6,-0.1,4,-4,0.6,3,0,-1,1,10,11
CCCOc1ccc2[nH]c(C(=O)N/N=C/c3cc(OC)c(OC)c(OC)c3)cc2c1,0,1.7,-1,-27,0.6,0,-22,-33,-94,-20,-16
O=[N+]([O-])c1ccc(OCc2cnc(Cl)s2)cc1,-7,0.1,13,-19,0.6,x,-7,-14,-39,-34,-30
O=C(Nc1ccc2c(c1)OCCO2)C(CCc1ccccc1)N1CCN(C/C=C/c2ccccc2)CC1 (stereo not drawn),3,2.0,3,31,-3.0,x,x,-26,-49,0,13
Cc1ccc(Cn2ccnc2C(=O)Nc2ccccc2)cc1,-1,-0.1,-8,-100,-1.2,3,-30,24,-207,-209,-40
CCOC(=O)c1ccc(N=C2S/C(=C\c3cc(C)n(-c4cccnc4)c3C)C(=O)N2C)cc1,5,-0.2,4,-26,4.3,1,-3,16,6,-4,-19
Cc1[nH]c(=S)[nH]c(=O)c1CCOc1ccccc1,14,0.1,-2,-4,0.6,2,-17,-5,15,6,2
Cc1ccc(NC(=O)c2cc(-c3ccccc3)nn2-c2ccccc2)c(Br)c1,14,0.6,-2,17,1.1,1,-18,4,-138,-64,-10
O=C(O)CCn1nnc(-c2ccccc2)n1,-4,-0.2,8,-31,1.5,2,-16,10,13,8,-29
CC1(C)CC(=O)C=C(c2ccccc2-c2ccc(S(C)(=O)=O)cc2)C1=O,-8,5.6*,-4,-30,-1.7,x,x,3,5,-22,-30
CCCNC(=O)c1cc(C2CCCN(S(=O)(=O)c3ccccc3)C2)on1 (stereo not drawn),-12,0.0,-5,0,-1.7,x,x,12,-5,1,10
COc1cccc(C2C(C#N)=C(N)OC3=C2C(=O)CC(c2ccco2)C3)c1OCc1ccc(F)cc1 (stereo not drawn),-1,0.2,-4,0,1.7,-2,-6,-5,11,12,2
O=C(c1cc2ccccc2cc1O)N1CCN(c2ccc([N+](=O)[O-])cc2)CC1,10,0.9,1,8,-0.1,1,16,-1,15,32,42
NCCCC[C@H](N)c1nnc([C@H](CCC(=O)O)NC(=O)C2CCNCC2)o1,-10,0.3,0,-9,-0.1,1,-16,2,4,3,-4
COC(=O)[C@]12CCCCC=C1N(Cc1ccccc1)C(=O)[C@H](CC(=O)N1CCC(c3ccccc3)CC1)C2,2,-0.4,x,5,0.1,x,x,x,4,x,x
COc1ccc(OC)c(S(=O)(=O)NC2CCSc3ccccc32)c1 (stereo not drawn),3,0.0,6,-33,0.3,0,2,1,-2,13,-26
CCN(Cc1nc2ccccc2c(=O)[nH]1)C(=O)CN1C(=O)NC2(CCCCC2C)C1=O (stereo not drawn),8,-0.2,2,-19,0.4,1,0,-43,7,14,-32
Cc1nnc(Cc2ccccc2)c2n[nH]c(C)c12,16,0.7,-7,21,-0.5,x,x,15,6,7,12
CCn1nc(C(=O)OCC(=O)N(CC(C)C)c2c(N)n(Cc3ccccc3)c(=O)[nH]c2=O)c2ccccc2c1=O,-7,-0.2,-7,16,0.1,1,-6,6,5,3,7
COc1ccc(NC(=O)CSc2nc3ccsc3c(=O)n2CCC(=O)O)c(OC)c1,-1,0.0,-9,0,0.0,4,6,8,12,5,-8
CCOc1ccc(-n2cc(C(=O)N3CCCCCC3)c3cc(OC)c(OC)cc3c2=O)cc1,-7,5.5*,4,-36,-4.7,0,12,-7,19,14,-4
CC(C)N(C)CCOC(=O)c1ccccc1Br,-4,-0.2,-2,-12,0.4,1,0,2,8,-10,4
O=C(/C=C/c1ccc(-c2ccccc2[N+](=O)[O-])o1)c1ccco1,35,0.1,0,-71,-3.3,1,6,-15,-68,-55,-56
COc1ccc(CNC(=O)C2CC(=O)N(c3ccc(OCC(=O)N4C(C)CCCC4C)cc3)C2)cc1 (stereo not drawn),19,-0.1,-5,24,0.3,1,3,12,5,6,0
Oc1ccccc1/C=N/Nc1nn[nH]n1,9,0.1,1,-49,0.4,-5,-16,-5,11,13,1

# Part of the list above, with each value named.
CC(C)N(C)CCOC(=O)c1ccccc1Br
  TWEAK-Fn14 inh = -4 | aDG glyco act = -0.2 | KKLEB cytotox = -2 | NR2E3 ag-1 = -12 | iPSC survival up = 0.4 | NR2E3 ag-2 = 1 | TRPM1 prom inh = 0 | CF NFkB block = 2 | HIF-2a block = 8 | Peg3 promoter = -10 | Shn3 3UTR inh = 4

COc1ccc(OC)c(S(=O)(=O)NC2CCSc3ccccc32)c1 (stereo not drawn)
  TWEAK-Fn14 inh = 3 | aDG glyco act = 0.0 | KKLEB cytotox = 6 | NR2E3 ag-1 = -33 | iPSC survival up = 0.3 | NR2E3 ag-2 = 0 | TRPM1 prom inh = 2 | CF NFkB block = 1 | HIF-2a block = -2 | Peg3 promoter = 13 | Shn3 3UTR inh = -26

NCCCC[C@H](N)c1nnc([C@H](CCC(=O)O)NC(=O)C2CCNCC2)o1
  TWEAK-Fn14 inh = -10 | aDG glyco act = 0.3 | KKLEB cytotox = 0 | NR2E3 ag-1 = -9 | iPSC survival up = -0.1 | NR2E3 ag-2 = 1 | TRPM1 prom inh = -16 | CF NFkB block = 2 | HIF-2a block = 4 | Peg3 promoter = 3 | Shn3 3UTR inh = -4

CCn1nc(C(=O)OCC(=O)N(CC(C)C)c2c(N)n(Cc3ccccc3)c(=O)[nH]c2=O)c2ccccc2c1=O
  TWEAK-Fn14 inh = -7 | aDG glyco act = -0.2 | KKLEB cytotox = -7 | NR2E3 ag-1 = 16 | iPSC survival up = 0.1 | NR2E3 ag-2 = 1 | TRPM1 prom inh = -6 | CF NFkB block = 6 | HIF-2a block = 5 | Peg3 promoter = 3 | Shn3 3UTR inh = 7

# Carrying on.
SMILES,TWEAK-Fn14 inh,aDG glyco act,KKLEB cytotox,NR2E3 ag-1,iPSC survival up,NR2E3 ag-2,TRPM1 prom inh,CF NFkB block,HIF-2a block,Peg3 promoter,Shn3 3UTR inh
C/C(CCc1oc2ccc(Br)cc2c1-c1ccc(C)o1)=N/O,14,-0.2,-17,-14,-1.6,1,8,-18,26,19,-2
C=CCSc1nnc(CC(OC)OC)n1-c1ccccc1,2,-0.3,6,-16,1.5,1,1,7,11,10,7
N#Cc1c2c(c(-c3ccco3)[nH]c1=O)CCCC2,5,0.0,2,-11,-0.4,1,8,-10,0,14,6
CN(NS(=O)(=O)c1ccc(Cl)cc1)c1nc(C(F)(F)F)nc2ccccc12,8,-0.2,1,2,0.7,4,-6,4,15,14,9
Cc1cc(C)c(C)c(S(=O)(=O)NCc2ccc(C(=O)N3CCCC3)cc2)c1C,-10,0.1,-5,21,-1.5,6,10,17,23,19,-4
Nc1nc2nccc(-c3ccc(Cl)cc3)n2n1,-22,-0.1,-5,-25,-2.5,1,-8,-10,-162,-146,-30
CCCc1c(C(=O)N/N=C/c2ccc(OC)c(OCc3ccccc3)c2)nnn1-c1nonc1N,-33,0.6,-5,-14,2.6,0,-39,-27,0,-88,2
C=C(C)CSc1nnc2n(C)c(=O)c3c4c(sc3n12)CCC4,11,0.3,-6,-2,4.0,-2,1,-1,-5,8,5
CC(C)CCOc1ccc(C(=O)N2CCN(c3ncccn3)CC2)cc1,-27,0.1,-5,-13,-0.5,-2,-8,21,10,8,-15
O=C(Nc1ccccc1N1CCN(C(=O)c2ccccc2)CC1)c1ccc([N+](=O)[O-])o1,-27,0.7,-3,-11,0.2,x,62*,-25,-8,42,-24
COc1ccc(CNC(=O)C2CC(=O)N(C3CCCC3)C2)cc1 (stereo not drawn),2,0.1,-3,-23,2.2,0,8,-2,22,7,-2
CC(=O)c1c(C)n(-c2cccc(Cl)c2)c2ccc(O)cc12,22,0.1,4,0,0.0,-3,9,41,22,37,5
COc1ccc(-c2nnn(CC(=O)N3CCOCC3)n2)cc1,1,-0.4,-5,-29,-1.1,3,11,2,6,10,-3
Cc1cccc(C=Nc2ccccc2C(N)=O)c1,-12,-0.1,-23,-97,-0.9,4,4,5,-320,-171,-22
COc1cccc(CNC(=O)CCC2CCCN(Cc3ccc(OC(F)F)cc3)C2)c1 (stereo not drawn),9,0.3,4,-7,-0.1,2,11,-9,13,8,12
COC(=O)c1ccccc1NC(=O)c1ccnn1C,-13,0.0,-1,-43,-1.2,1,-6,-14,-12,-10,2
COCCN(CCOC)S(=O)(=O)NC[C@H]1O[C@@H](n2cnc3c(N)ncnc32)[C@H](O)[C@@H]1O,1,-0.3,6,11,0.8,x,-2,1,7,5,-7
O=C(NC(=S)NNC(=O)c1ccccc1O)c1cccc([N+](=O)[O-])c1,9,0.0,-4,-35,1.5,5,-6,4,10,4,-22
CCOC(=O)c1cnn(CCOC(=O)c2cccc(F)c2)c1NC(=O)c1cccc(F)c1,4,0.1,0,7,-0.4,-1,4,12,4,9,-8
CC1(C)CC(=O)C2=C(C1)N(c1ccc(F)cc1)C(=O)C2(O)C(F)(F)F (stereo not drawn),-5,-0.1,2,13,-2.0,2,2,-4,10,2,4
CCOC(=O)c1c(C)[nH]c(C)c1C(=O)COC(=O)c1ccccc1O,16,0.1,-2,-19,1.5,0,-4,-1,21,0,-12
Nc1c2c(nc3ccn(Cc4ccccc4)c(=O)c13)CCC2,-10,1.0,-5,-16,1.7,2,-27,3,-76,-55,-10
Cc1cccc2c1NC(=O)C2(O)N1CCCC(C)C1 (stereo not drawn),15,-0.1,4,-11,-0.7,1,-2,2,0,-9,10
CN(CC(=O)Nc1ccc(Cl)cc1F)C1CCS(=O)(=O)C1 (stereo not drawn),-5,-0.1,10,5,-0.4,3,x,-6,13,-8,-29
c1csc(-c2ccc3nncn3c2)c1,-16,-0.3,4,5,1.2,x,x,4,7,1,-4
CCOc1cc(NC(=O)c2ccco2)c(OCC)cc1NC(=O)Cc1cccc(OC)c1,-25,0.4,10,-25,6.7,0,1,-1,3,1,19
